MITF primary: MITF inhibitors, primary screen, biochemical, AlphaScreen, human. inhibition, % at 2.6 µM. AID 1259374, 2018. AlphaScreen MITF homodimerization, bead proximity signal. 650,000 tested, 0.91% active. Microphthalmia-associated transcription factor (Homo sapiens), O75030; in the data active = inhibition above about 50%;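 also: 0% = vehicle wells with protein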
Target sequence (O75030 whole entry, looked up): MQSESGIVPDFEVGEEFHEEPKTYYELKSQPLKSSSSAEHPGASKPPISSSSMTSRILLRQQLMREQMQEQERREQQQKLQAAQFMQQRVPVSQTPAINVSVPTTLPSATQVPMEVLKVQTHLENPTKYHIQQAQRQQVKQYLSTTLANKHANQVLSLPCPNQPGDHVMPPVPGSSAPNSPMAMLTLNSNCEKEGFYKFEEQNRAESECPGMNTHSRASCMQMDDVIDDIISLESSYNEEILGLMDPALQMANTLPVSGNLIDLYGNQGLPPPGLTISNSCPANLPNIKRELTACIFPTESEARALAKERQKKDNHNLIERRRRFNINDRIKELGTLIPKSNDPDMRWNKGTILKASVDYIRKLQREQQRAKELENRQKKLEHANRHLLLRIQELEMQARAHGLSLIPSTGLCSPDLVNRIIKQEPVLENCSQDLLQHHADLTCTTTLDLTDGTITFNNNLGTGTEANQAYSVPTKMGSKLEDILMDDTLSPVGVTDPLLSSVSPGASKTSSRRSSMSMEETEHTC
FBW7 activator: FBW7 E3 ligase activators, primary screen, biochemical, AlphaScreen, human. normalized activity (activation), % at 26.1 µM. AlphaScreen FBW7–phospho-cyclin E peptide binding, activator screen. F-box/WD repeat-containing protein 7 (Homo sapiens), Q969H0. AID 1259310, 2017. 650,000 tested, 0.13% active; in the data active = normalized activity above about 1.9%;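 also: purified mutant Fbw7 with reduced substrate affinity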
GPR151 activ: activators of human GPR151, primary screen, cell-based, PathHunter beta-arrestin, luminescence; 650,000 tested, 1% active; G-protein coupled receptor 151 (Homo sapiens), Q8TDV0; PathHunter beta-arrestin GPR151 cells; activation, % at 11.2 µM; in the data active = activation above about 4.9%;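 also: 0% = median of compound wells and 100% = cells with positive control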
Target sequence (Q8TDV0 whole entry, looked up): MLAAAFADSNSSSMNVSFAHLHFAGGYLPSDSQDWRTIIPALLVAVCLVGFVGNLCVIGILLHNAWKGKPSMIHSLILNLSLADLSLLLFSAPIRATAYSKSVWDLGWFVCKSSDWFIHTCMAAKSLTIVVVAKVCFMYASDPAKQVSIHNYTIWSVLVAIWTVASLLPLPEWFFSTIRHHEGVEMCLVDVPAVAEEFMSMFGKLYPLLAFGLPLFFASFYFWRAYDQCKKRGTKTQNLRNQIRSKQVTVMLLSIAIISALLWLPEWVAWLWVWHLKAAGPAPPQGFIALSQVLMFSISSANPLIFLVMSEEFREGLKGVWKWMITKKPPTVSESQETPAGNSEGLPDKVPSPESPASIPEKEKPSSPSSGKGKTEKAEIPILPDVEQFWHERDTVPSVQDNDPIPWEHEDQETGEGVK
TEAD-YAP block: TEAD-YAP interaction inhibition, primary screen, TEAD-YAP interaction inhibitor project, luminescence, HEK-TIYL cells | TEAD-Gal4/YAP UAS-luciferase luminescence | inhibition, % at 9.12 µM | 640,000 tested, 1.4% active; in the data active = inhibition above about 32%;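 also: 0% = median of test compound wells and 100% = reference inhibitor wells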
The depositor's hits bear a star.

mol	TEAD-YAP block	GPR151 activ	MITF primary	FBW7 activator
CCOC(=O)C1=C(C)NC2=C(C(=O)C(C(=O)OCC)C(c3cccc(OC)c3)C2)C1c1ccccc1C (stereo unspecified)	3.0	0.9	11.0	0.7
Cc1ccc2nc(-c3ccc4c(c3)C(=O)N(c3ccc(Sc5ccc([N+](=O)[O-])cc5)cc3)C4=O)oc(=O)c2c1	-1.5	1.2	-1.4	-0.2
O=[N+]([O-])c1cc([N+](=O)[O-])c(Nc2ccccn2)nc1Nc1ccccn1	-3.4	1.2	-14.1	-0.1
O=C(COc1ccc([N+](=O)[O-])cc1)Nc1cccc(Cl)c1	-17.7	0.6	3.6	0.0
COc1ccc(/C=N/NC(=O)c2cc(O)cc(O)c2)cc1O	6.4	-0.9	8.0	0.1
O=C(CN1CCOCC1)NCCCNc1ccc([N+](=O)[O-])cc1	5.8	1.6	-19.3	-0.3
Cc1cc(Cl)ccc1OCC(=O)Nc1ccc(-c2nc3cccnc3o2)cc1	2.5	1.8	1.2	0.0
CC(=O)c1cccc(Nc2nc(C)c([N+](=O)[O-])c(Nc3cccc(C(C)=O)c3)n2)c1	-3.8	-1.1	-1.6	-0.1
CCOC(=O)c1cnc2c(OC)cccc2c1Nc1ccc(F)cc1F	1.8	0.8	3.9	0.2
O=C(CSc1ccc(-c2ccncc2)nn1)Nc1ccc(Cl)c(Cl)c1	3.6	-1.0	-11.0	0.0
Cc1ccccc1NS(=O)(=O)c1c(C(C)C)cc(C(C)C)cc1C(C)C	0.9	1.3	-1.6	0.0
CC(O)CC(=O)NNC(=S)NC(C)c1ccccc1 (stereo unspecified)	-4.4	0.6	-3.1	-0.2
O=C(NC1CCN(Cc2ccccc2)CC1)c1cccc(Nc2ccncn2)c1	7.4	4.9	-6.3	0.0
O=C(OCCOc1ccc(Br)cc1)c1cnccn1	-3.7	-0.4	-6.9	-0.3
COc1ccc(CNC(C)c2ccc(-n3ccnc3)cc2)cc1F (stereo unspecified)	0.3	1.1	65.5*	0.0

Complete entries as entered above. Values in the order: TEAD-YAP block	GPR151 activ	MITF primary	FBW7 activator
COc1ccc(/C=N/NC(=O)c2cc(O)cc(O)c2)cc1O as listed: 6.4	-0.9	8.0	0.1
O=C(OCCOc1ccc(Br)cc1)c1cnccn1 as listed: -3.7	-0.4	-6.9	-0.3

Further entries follow.
mol	TEAD-YAP block	GPR151 activ	MITF primary	FBW7 activator
COc1cccc(S(=O)(=O)Nc2ccc(C(=O)N3CCCC3)cc2)c1	10.2	4.7	7.1	-0.1
CC1(C)C2CCC(C2)C1CC1OCC(CN2CCCCC2)O1 (stereo unspecified)	1.0	1.0	1.5	0.0
O=C(O)CCn1c2c(sc1=O)C1c3ccccc3OCC1CS2 (stereo unspecified)	4.3	1.7	8.0	0.0
CCOc1ccccc1C(=O)NC(C)c1ccc2c(c1)OCO2 (stereo unspecified)	10.8	0.0	-12.3	0.0
CSc1cccc(NC(=O)C2CCN(S(C)(=O)=O)CC2)c1	6.8	-1.4	5.8	0.4
CCn1c(CCCNC(C)=O)nc2ccccc21	-12.5	-1.3	14.3	0.3
CC(NCC(O)COc1ccc2c(c1)OCO2)c1ccccc1 (stereo unspecified)	9.6	-0.4	19.3	0.0
O=C(c1ccc2[nH]ncc2c1)N1CCN(C(=O)C(O)c2ccc(Br)cc2)CC1 (stereo unspecified)	1.6	0.3	-10.5	0.0
CC(C)N1CCC(N2CCN(Cc3ccc(F)c(F)c3)CC2CCO)CC1 (stereo unspecified)	-4.6	-0.5	-0.5	-0.1
COc1cc(Nc2nc(Nc3ccc(N4CCOCC4)cc3)c3ncn(CCN4CCCC4=O)c3n2)cc(OC)c1OC	-8.4	0.9	-5.7	0.0
COc1ccc(-c2c(C)[nH]n3c(=O)c(Cl)c(C)nc23)cc1	-5.0	1.3	3.0	0.1
CS(=O)(=O)N1CCN(c2nc(N3CCOCC3)nc(-n3ccnc3)n2)CC1	-4.7	-0.2	6.1	0.0
CCOc1ccc(C2=C/C(=C/c3cccc(OC)c3)C(=O)O2)cc1	1.1	-0.4	-5.5	-0.2
CC(=O)c1ccccc1OCC(O)CNC(C)(C)C (stereo unspecified)	6.7	0.7	-10.7	0.1
COc1ccc2nc3oc(C(=O)NCCCN4CC(C)CC(C)C4)cc3cc2c1 (stereo unspecified)	-5.8	1.5	-0.5	-0.1
COc1ccc(OC)c(/C=C2\N=C(c3cccc(Br)c3)OC2=O)c1	1.8	-0.7	-6.3	-0.1
O=C(NCc1ccccc1)C1CCC(Cn2c(SCc3ccc([N+](=O)[O-])cc3)nc3ccccc3c2=O)CC1 (stereo unspecified)	6.0	-0.7	6.5	0.1
CSCCC(NC(N)=O)C(=O)NNC(=S)Nc1ccc(SC(F)F)cc1 (stereo unspecified)	-3.5	0.1	9.8	0.1
CC(C(=O)Nc1cccc(Cl)c1)N1C(=O)c2ccccc2C1=O (stereo unspecified)	6.0	1.9	-5.2	0.1
CN1C(=O)[C@H]2CN(Cc3cccc(Cl)c3)CCN2C(=O)[C@@H]1CO	-2.2	-1.0	-5.1	-0.1
C=CCNc1cc(N2CCN(S(=O)(=O)c3ccc(C)cc3)CC2)ccc1[N+](=O)[O-]	0.4	0.0	3.1	-0.1
CCC(C)NC(=O)CN(c1ccc(OC)cc1)S(=O)(=O)c1ccc(C)cc1 (stereo unspecified)	4.2	-0.7	13.2	0.0
O=C(NCc1ccccn1)C1CC(c2ccc(F)cc2)=NO1 (stereo unspecified)	-4.1	-0.3	12.9	-0.1
COc1ccc(NC(=O)/C=C/c2ccc(Cl)c([N+](=O)[O-])c2)c(OC)c1	-7.0	-0.7	7.7	0.1
COc1ccc(Cl)cc1C(=O)Nn1c(-c2cccc(Cl)c2)nc2ccccc2c1=O	3.2	0.2	15.8	0.0
CCN(CC)CCCNCC(O)COc1ccc(C(C)=O)cc1OC (stereo unspecified)	-2.8	1.0	36.0	-0.2
CC(C)c1ccc(NC(=O)C2C3C=CC4(O3)C2C(=O)N(CCCN2CCC(Cc3ccccc3)CC2)C4C(=O)NC2CCCCC2)cc1 (stereo unspecified)	-1.3	1.1	3.3	-0.1
CC(C)=NNC(=O)CNS(=O)(=O)c1ccc(C)cc1	11.9	0.4	2.3	0.1
CC(C)N(C(=O)COC(=O)c1cncc(Br)c1)C(C)C	19.7	0.8	13.1	0.3
O=C(NCc1nc2ccccc2[nH]1)c1ccc(-c2ccc(N3CCOCC3)nc2)s1	-2.5	-0.2	1.1	0.0
O=C(CCN1CCOCC1)N/N=C/c1cccnc1	0.0	1.0	-7.4	0.1
O=C1N[C@H](Cc2ccccc2)C(=O)N2CCN(C(=O)OCc3ccccc3)C[C@H]12	0.9	-0.6	-5.4	-0.1
C[C@@H](c1ncncc1F)[C@](O)(Cn1cncn1)c1ccc(F)cc1F	-1.1	3.0	-0.8	0.0
O=C(Nc1sc2c(c1C(=O)NC1CC1)CCCCCC2)c1cccnc1	12.7	2.5	3.0	1.0
CCOc1ccc(OC)cc1/C=N/NC(=O)C(O)c1ccc(Br)cc1 (stereo unspecified)	0.9	-0.3	0.1	0.4
Cc1nc2ccccn2c1-c1csc(Nc2cccc(Cl)c2C)n1	20.6	0.0	0.9	-0.3
O=C(CCc1nc(-c2ccccc2F)no1)NC1CCCC1	-7.5	-0.6	12.6	0.2
O=C1CN(Cc2ccccc2)c2ccccc2N1	95.6*	-1.5	6.8	-0.1
COC(=O)c1cn(NC(=O)CCC2CCCC2)c(=O)c2ccccc12	1.1	0.0	22.1	0.1
CCOCC(=O)Nc1ccc(F)c(Cl)c1	9.4	-0.4	25.0	-0.9
O=C1OC(c2ccc([N+](=O)[O-])cc2)/C(=C(\O)c2ccccc2)C1=O (stereo unspecified)	-3.5	-0.5	5.2	-0.3
COC(=O)CC1C(=O)NCCN1C(=S)NC(=O)c1ccccc1[N+](=O)[O-] (stereo unspecified)	10.6	-1.0	2.6	0.3
CCc1ccc(S(=O)(=O)N2CCSC2c2cccc([N+](=O)[O-])c2)cc1 (stereo unspecified)	1.8	-1.3	4.2	0.1
COc1cc(C2NC(=O)NC(C)=C2C(=O)Nc2ccc(Cl)cc2)ccc1O (stereo unspecified)	-2.1	0.5	-5.2	0.0
O=C(CCc1nc2ccccc2c(=O)[nH]1)NC1CC2(CCCC2)Oc2ccccc21 (stereo unspecified)	3.2	1.0	13.6	0.1
CCC1(C2CCN(Cc3cnn(C)c3)CC2)NC(=O)N(Cc2ccc3c(c2)OCO3)C1=O (stereo unspecified)	5.8	-0.2	2.8	0.1
COc1cccc(/C=C/c2nc3ccccc3c(=O)n2-c2cccc(C(F)(F)F)c2)c1OC	-6.1	1.2	2.9	0.1
CCC(CC)C(=O)Nc1nnc(S(=O)(=O)N2CCCC2)s1	0.4	-1.6	3.1	-0.1
CCOC(=O)N1CCC(N2CCC(CO)(CCCc3ccccc3)CC2)CC1	7.9	3.1	1.4	-0.1
C=CCNC(=O)/C(C#N)=C/C1=Cc2ccccc2OC1	-3.6	0.1	-3.1	-0.1
CC(=O)NC1(c2cccc(C(F)(F)F)c2)CCN(C(=O)c2cccnc2)CC1	-5.4	2.1	-2.2	-0.1
CC(=O)N(C)c1ccc(NC(=O)C(F)(F)F)cc1	-5.9	1.5	-1.6	0.1
CN(C)CCNC(=O)CCn1nc(-c2ccccc2)ccc1=O	3.1	1.1	2.9	0.2
O=C(Cn1nnc(-c2ccccc2F)n1)Nc1ccccc1Br	7.8	0.4	-3.8	-0.3
COc1cccc(N2C(=O)C(Cl)=C(Nc3ccc(C(=O)O)cc3)C2=O)c1	-1.3	-0.2	0.6	-0.2
CC1=NC(c2ccccc2)(c2ccccc2)c2ccccc2N1	9.9	0.6	-5.5	0.0
Cc1nc2ccccc2nc1CN1CCN(CC(C)C)C(CCO)C1 (stereo unspecified)	6.1	-1.0	10.8	0.0
COc1ccc(C2c3[nH]c4ccccc4c3CCN2C(=O)CCCn2cncn2)c(F)c1 (stereo unspecified)	-12.0	-0.7	-3.6	0.0
COc1ccc(S(=O)(=O)Nc2ccc(N3CCCC3=O)c(C)c2)cc1F	9.2	0.2	10.2	0.5
O=C(Nc1ccc(F)c(F)c1)c1cc(S(=O)(=O)N2CCOCC2)ccc1F	2.1	-1.8	9.7	0.0

More structures.
mol	TEAD-YAP block	GPR151 activ	MITF primary	FBW7 activator
Cn1c(/C=C/c2ccc(Cl)cc2Cl)c([N+](=O)[O-])c(=O)n(C)c1=O	-6.5	-1.4	14.9	0.0
O=C1CC(NCc2ccc(F)cc2)C(=O)N1c1ccc(-c2nc3ccccc3o2)cc1 (stereo unspecified)	-46.9	-0.4	-4.1	0.4
CC(C)CNC(=O)NC(=O)CN1C(=O)c2ccccc2S1(=O)=O	7.9	2.6	1.7	0.1
CCSc1nc(N)c(C#N)c(CC)c1C#N	-4.8	1.4	2.0	0.0
O=C(Nc1ccc(-c2cn[nH]c2)cc1OCCCO)[C@@H]1COc2ccccc2O1	10.6	2.1	0.2	0.2
Cc1ccc(C(=O)Nc2ccc(C(N)=O)cc2)cc1Cl	-10.7	4.3	5.3	-0.1
CCc1nnc(NC(=O)C(C(C)C)N2C(=O)c3ccccc3C2=O)s1 (stereo unspecified)	1.5	-1.1	3.8	-0.8
CCOC(=O)c1c(C)[nH]c2cc(C#N)c(=O)oc12	3.2	-0.7	4.1	0.1
CCC(C)N(CCCNC(=O)c1nc(-c2cccnc2)no1)Cc1ccco1 (stereo unspecified)	-2.0	0.7	10.6	0.0
Cc1cc(=O)oc2c1c(C)nn2-c1ccc(S(N)(=O)=O)cc1	-20.0	-0.2	-8.3	-0.1
Cc1c(Cl)cccc1-c1ccc(/C=C(\C#N)C(N)=C(C#N)C#N)o1	-0.9	-0.1	8.4	0.0
CCOC(=O)C1=C(C)N=c2s/c(=C\c3ccc(OCc4ccc(Cl)cc4Cl)cc3)c(=O)n2C1c1ccc(Cl)cc1 (stereo unspecified)	-5.1	-1.6	3.1	0.2
CC1(C)CC(=O)C2=C(C1)OC(N)=C(C#N)C2c1ccc(-c2cccc([N+](=O)[O-])c2)o1 (stereo unspecified)	1.1	0.1	-12.3	0.0
CC(Oc1ccccc1)C(=O)N1CCN(C/C=C/c2ccccc2)CC1 (stereo unspecified)	5.1	0.6	13.8	0.1
COCCNc1nc(-c2cccc(O)c2)ccc1C(=O)NCCNC(C)=O	6.3	-1.2	2.5	0.0
NS(=O)(=O)c1ccc(NC(=O)c2ccc([N+](=O)[O-])cc2[N+](=O)[O-])cc1	15.8	0.6	12.7	-0.1
O=C(CSc1nc2ccc(N3C(=O)c4ccccc4C3=O)cc2s1)NCCc1ccccc1	13.0	-1.2	15.3	0.1
Cc1ccc(-n2ncc3c(=O)n(CC(=O)N4CCC(C)CC4)cnc32)cc1	7.3	-0.1	23.6	0.2

Grouped by structure, those above with a thiophene ring, fused or not (two)
mol	TEAD-YAP block	GPR151 activ	MITF primary	FBW7 activator
O=C(NCc1nc2ccccc2[nH]1)c1ccc(-c2ccc(N3CCOCC3)nc2)s1	-2.5	-0.2	1.1	0.0
O=C(Nc1sc2c(c1C(=O)NC1CC1)CCCCCC2)c1cccnc1	12.7	2.5	3.0	1.0
